Assay outcomes as filed in PubChem BioAssay.
H9c2 TAG inh: inhibitors of triacylglycerol accumulation, primary screen, cell-based, uHTS, fluorescence, H9c2. H9c2 cells, Nile Red lipid (TAG) fluorescence; cells loaded with 200 µM oleic acid. inhibition, % at 12.5 µM. 0.66% of 230,000 active;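 active = pattern-corrected inhibition of lipid staining of at least 50% with the nuclear-stain viability signal not falling by more than 50%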;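 note: 0% = DMSO wells and 100% = triacsin C control wells; some results filed as inactive read as strong as hits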
H9c2 TAG inh DAPI viability: also measured in H9c2 TAG inh; calls as there; DAPI nuclei signal change (viability), lower = more cytotoxic, %;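 whole-well DAPI fluorescence read on a plate reader as a viability signal; minus 50 percent equals half of cells still viable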
Active calls of the source: *; i = inactive. The list is partial (hit frequency here may not be typical).

Every second line gives: H9c2 TAG inh, H9c2 TAG inh DAPI viability
- O=C(COC(=O)C1CC1)Nc1ccc(Oc2ccccc2)cc1
  5, 6
- Cc1c(C(=O)c2ccc(Br)cc2)c(=O)n(C)c(=O)n1C
  11, -7
- COC(=O)[C@@]12CCCCN1[C@H](c1ccc(-c3ccc(F)cc3)c(OC)c1)[C@H]1C(=O)N(C)C(=O)[C@H]12
  -14, -2
- CCOC(=O)C1=CN(Cc2ccc(Br)cc2)S(=O)(=O)NC1C (stereo not given)
  4, -7
- CN(C)S(=O)(=O)c1cccc(NC(=O)Cn2cc(C(F)(F)F)cc(Cl)c2=O)c1
  7, -6
- O=C(N/C(=C/c1ccc(Cl)cc1)C(=O)N1CCOCC1)c1ccccc1
  -9, 4
- Cc1[nH]n(-c2ccc([N+](=O)[O-])cc2)c(=O)c1C=NCCN1CCN(C(=O)c2ccccc2F)CC1
  -3, 10
- O=C(COc1cc(Cl)ccc1Cl)N1CCNC1=O
  -2, 2
- C[C@H]1CCC/C=C/[C@@H]2C[C@H](O)C[C@H]2[C@H](O)[C@H](S(=O)c2ccc(O)cc2)CC(=O)O1 (stereo not given in full)
  124, -71
- C#CCNc1c2c(nc3ncnn13)CC(C)CC2 (stereo not given)
  -9, 1
- CCN(C(=O)CN1C(=O)NC2(CCC(C)CC2)C1=O)C1CCCCC1 (stereo not given)
  6, -1
- Cc1ccc(-n2nnnc2-c2cccc(C)c2)cc1
  1, -8
- Cc1cccc(N2CCN(C(=O)c3cc4ccccc4oc3=O)CC2)c1C
  -8, 4
- c1ccc2nc(NN=C3CCCCC3)ccc2c1
  2, -9
- CCN(C(=O)COC(=O)Cn1c(=O)oc2ccccc21)c1c(N)n(Cc2ccccc2)c(=O)[nH]c1=O
  -13, -2
- O=C(COc1ccc(-n2cnnn2)cc1)Nc1ccccc1OC(F)F
  -3, -1
- O=C(Nc1cccc(Cl)c1)N1CCN(C2c3ccccc3-c3ccccc32)CC1
  36, 2
- O=C(NC(C(=O)N/N=C/c1cccnc1)c1n[nH]c(=O)c2ccccc12)c1ccccc1 (stereo not given)
  -2, -5
- C=C1CC2C(=O)N(Cc3cc(OC)ccc3OC)C(C(=O)OCC)(C(=O)OCC)C1N2C(=O)OC(C)(C)C (stereo not given)
  -2, -2
- CC1CCN(CC(=O)NCCc2ccc(F)cc2)CC1
  8, -2
- CCN(C1CCCCC1)S(=O)(=O)c1ccc(OC)c(C)c1
  -13, 1
- CS(=O)(=O)c1ccc(C(=O)Nc2ccc(N3CCCCC3)cc2)c(Cl)c1
  -9, 10
- Cc1cc(-c2ccc(NC(=O)[C@@H]3CCCC[C@@H]3C(=O)O)c(C)c2)ccc1NC(=O)[C@@H]1CCCC[C@@H]1C(=O)O
  5, -11
- CN(c1ccccc1)S(=O)(=O)c1cccc(NC(=O)c2ccc(Cl)c([N+](=O)[O-])c2)c1
  31, 3
- CCOC(=O)[C@H]1[C@H]2COc3ccc(Cl)cc3[C@@H]2N2C(=O)c3ccccc3NC(=O)[C@@]12C
  -7, -4
- O=C1CCCCC/C1=N/Nc1ccc(OCc2ccccc2)cc1
  -8, 0
- CCNC(=O)C1(C)CCCN(Cc2csc(-c3ccc(Cl)cc3)n2)C1 (stereo not given)
  0, 12
- Cc1ccc2c(NC(=S)NC(=O)c3ccccc3)cccc2n1
  -26, 0
- C=CCOc1c2ccc(C(=O)NC3CCCc4ccccc43)cc2nn1C (stereo not given)
  6, -9
- CN1CCc2c(sc3c2c(=O)n(-c2cccc(Cl)c2)c2nncn32)C1
  3, 2
- O=Cc1ccc(OC(=O)c2cccnc2)cc1
  6, -2
- Cc1ccccc1NC(=O)C1CCN(S(=O)(=O)c2cccs2)CC1
  -8, 0
- COc1ccccc1-n1cc(CN2CCN(CC(C)C)C(CCO)C2)cn1 (stereo not given)
  3, 0
- COc1ccc(NC(=O)C2CCCN(c3nccc(C)n3)C2)cc1 (stereo not given)
  -9, -3
- O=C(CSc1nc(C2CC2)n(-c2ccccc2)n1)NCc1ccco1
  -1, -4
- CC(/C=C\C=C\c1ccccc1)=N\NC(=O)c1cncc(Br)c1
  -9, 2
- O=C(C1CC1)N1CCc2cc(S(=O)(=O)NCCC3=CCCCC3)ccc21
  -20, -2
- COc1ccc(OC)c(S(=O)(=O)CC(O)CS(=O)(=O)c2ccccc2)c1 (stereo not given)
  10, -4
- O=C(Nc1ccccc1)OCc1ccccn1
  4, -11
- CC(C)OC(=O)CN1C(=O)C(C)(C)Oc2ccc(C(=O)NC(C)(C)C)cc21
  15, 4
- COc1cc(S(=O)(=O)n2ccnc2)ccc1Br
  -2, 4
- COc1ccc(-n2[nH]c(C)cc2=O)cc1
  -2, -2
- CCN(C(=O)C1CC1)C1CCS(=O)(=O)C1 (stereo not given)
  -3, 7
- O=C(Oc1ccc(=O)n(-c2ccccc2)n1)c1ccc(F)cc1
  -8, 5
- O=C(N/N=C/c1ccc([N+](=O)[O-])cc1)c1ccc(NS(=O)(=O)c2cccs2)cc1
  11, -10
- CCOC(=O)c1cc(-c2ccc3c(c2)OCCO3)nc2c1c(C)nn2CCC#N
  29, 17
- O=C(NCc1cccnc1)c1nn2cccnc2c1Cl
  3, 10
- O=C(NCCc1ccc2c(c1)OCCO2)c1cc2ccccc2o1
  -5, -10
- CCNC(=S)NNC(=O)c1ccc2ncccc2c1
  -9, -3
- CCOC(=O)NC(=O)CSc1ccc(S(=O)(=O)N(C)C2CCCCC2)cn1
  -6, 0
- CN(CC1COc2ccccc2O1)C(=O)Cn1cc(C(F)(F)F)ccc1=O (stereo not given)
  -7, -9
- NC(=O)C1CCN(c2cc(Cl)nc(N)n2)CC1
  -4, 10
- COc1ccc(-n2nnnc2CNC(=O)C(=O)c2c(C)[nH]c3ccccc23)cc1
  6, 0
- O=C(Nc1nc2ccc(F)cc2s1)c1cccs1
  14, -13
- Cc1ccnc(NS(=O)(=O)c2ccc(NC(=O)C3CC=CCC3C(=O)O)cc2)n1 (stereo not given)
  17, -2
- COc1ccc2oc(=O)c(C(=O)NC(C)c3ccccc3)cc2c1 (stereo not given)
  -6, 10
- Cc1cc(-c2ccccc2)nc2c(Br)c(C(=O)O)nn12
  9, -6
- CCN(CC)CCc1nc(-c2ccccc2)no1
  13, 4
- COCCNc1oc(/C=C/c2ccccc2)nc1C#N
  3, 136
- Cc1ccc(C(=O)CN2CCC(NC(=O)C3CCCCC3)CC2)cc1
  14, 1

Continued.
structure,H9c2 TAG inh,H9c2 TAG inh DAPI viability
CC(C)(C)OC(=O)NCCC(=O)N/N=C/c1ccc2ncccc2c1,-10,3
COC(=O)[C@H](C(C)C)N(Cc1ccccc1)S(=O)(=O)CCNC1CCCC1,-2,-5
CC(=O)Nc1ccc(S(=O)(=O)NC2=NCN(CCOC(=O)c3ccccc3)CN2)cc1,-8,-1
OCc1ccccc1-c1cnc2cccnn12,3,-4
CC(C)Sc1nnc(Cn2c(=O)sc3ccccc32)n1-c1ccccc1,-4,-5
OCCCN=C1CCCc2c1[nH]c1ccc(Cl)cc21,2,-9
Cc1nn(Cc2c(F)c(F)c(F)c(F)c2F)c(C)c1NC(=O)c1ccc(COc2ccc(Cl)cc2Cl)o1,17,-7
CC(OC(=O)c1ccccc1C(=O)N(C)Cc1ccccc1)C(=O)NC1(C#N)CCCCC1 (stereo not given),1,0
Nc1ccc(C(=O)N2CCCC2)cc1CS(=O)(=O)c1ccc(Cl)cc1,-1,-4
COCCN(C(=O)COC(=O)/C=C/c1cccs1)c1c(N)n(Cc2ccccc2)c(=O)[nH]c1=O,3,5
Cc1ccc(S(=O)(=O)CC(=O)N2CCN(c3cccc(C(F)(F)F)c3)CC2)cc1,-1,2
Cc1ccc(NC(=O)c2cccc(F)c2)cc1S(=O)(=O)N1CCCCCC1,-11,9
Cc1nn(CC(=O)NNC(=O)c2cccc(Br)c2)c(C)c1[N+](=O)[O-],16,-1
Cc1ccc2nc3c(cc(S(=O)(=O)c4ccccc4)c(=N)n3Cc3ccco3)c(=O)n2c1,-5,32
CCCCN(C(=O)CN(C)CC(=O)Nc1cccc(OC)c1)c1c(N)n(CCCC)c(=O)[nH]c1=O,-8,8
COC(=O)[C@@]1(Cc2ccc(F)cc2)[C@@H]2[C@@H](CC(=O)[C@H]2CC(=O)C(=O)N(C)C)CN1C(=O)c1ccccc1,5,1
O=[N+]([O-])c1cc(CS(=O)(=O)Oc2ccc(Cl)cc2)c(O)c([N+](=O)[O-])c1,-5,10
O=C(Nc1ccc(S(=O)(=O)NCc2ccccc2)cc1)C1CCCCC1,-7,9
CCOC(=O)C1=CN(Cc2cccc(F)c2)S(=O)(=O)NC1c1cccc(OC)c1 (stereo not given),2,0
COC(=O)[C@@H](c1ccccc1)N(C)S(=O)(=O)c1cccc(S(=O)(=O)N(C)[C@@H](C(=O)OC)c2ccccc2)c1,21,-14
CN(C(=O)c1cccc(NC(=O)Cc2ccc(NC(=O)C3CCCN(C(=O)C4CC4)C3)cc2)c1)C1CCCC1 (stereo not given),-6,5
O=C(Nc1ccccc1N1CCOCC1)C1CCCO1 (stereo not given),-13,-6
O=C(COC(=O)CCc1nc2ccccc2c(=O)[nH]1)Nc1c(Cl)cccc1C(F)(F)F,0,-1
Cc1c(C#N)c(NC(=O)CCl)n(Cc2cccs2)c1C,23,-3
Cc1ccc(NCc2nnc(SCC(=O)NNC(=O)Cc3ccccc3)n2C)cc1,-1,3
Cc1nnc(NC(=O)CSc2nnc(CNC(=O)C34CC5CC(CC(C5)C3)C4)n2C2CCCCC2)s1,1,-1
CCOc1ccc(OCCOC(=O)CN2C(=O)NC3(CCCC3)C2=O)cc1,2,-4
CN(CC(=O)Nc1ccc(F)c(F)c1F)C(=O)c1cc(-c2ccncc2)nc2ccccc12,32,-4
CC(OC(=O)C1=Cc2ccccc2OC1)C(=O)NC(C)(C)C (stereo not given),-19,0
Cn1cccc1/C=N\NC(=O)c1cncc(Br)c1,6,-7
NC(=O)c1ccccc1OCC(=O)Nc1cccnc1Cl,17,-6
CN(C)c1ccc(C(=S)N2CCN(Cc3ccccc3)CC2)cc1,-34,-2
COc1ccc(S(=O)(=O)N(C)C)cc1NC(=O)COc1ccc2c(c1)CCC2,16,0
CCOC(=O)c1cc2c(ccn2C)n1CC(=O)N(CC)CC,4,-2
COCCN(C(=O)CSc1cc(C)c2ccccc2n1)c1c(N)n(CC(C)C)c(=O)[nH]c1=O,0,-11
Cc1cc(OCCCn2ccnc2)cc(C(C)C)c1,-10,-2
COc1cc(/C=N/NC(=O)NC2CCCCC2)ccc1O,-3,9
COc1ccc(C(C)=O)cc1CN(C)C,-12,21
CCN(CC)S(=O)(=O)c1cc(NC(=O)COC(=O)c2c(C)noc2C)ccc1C,-24,6
COc1ccc(C(=O)NCCn2nc(C)cc2C)cc1OC1CCN(C(C)=O)CC1,-5,3
COc1ccc(NC(=O)COC(=O)C2=COCCO2)cc1OC,-4,-5
COP(=O)(OC)c1nc(-c2cccc3ccccc23)oc1N1CCCCC1,3,i
COc1ccc(C(=O)N/N=C/c2ccc(N3CCOCC3)o2)cc1OC,13,0
CCOc1ccc(S(=O)(=O)NCCC(=O)N2CCN(c3ccccc3O)CC2)cc1,-1,-6
O=C(COC(=O)c1cccc(O)c1)Nc1ccc(S(=O)(=O)N2CCOCC2)cc1,-1,0
O=C(NCCCN1CCOCC1)c1cc(S(=O)(=O)N2CCN(c3ccccc3)CC2)ccc1Cl,-6,-5
COc1cc(OC)c(C(=O)NNC(=O)CN(C)S(=O)(=O)c2ccc(Cl)cc2)cc1OC,-1,-2
Cc1noc(C(=O)N2CCN(Cc3ccc4c(c3)OCO4)CC2)c1Cl,-13,5

3 structures already listed, ordered by molecular weight, lowest first.
structure,H9c2 TAG inh,H9c2 TAG inh DAPI viability
COc1ccc(C(=O)N/N=C/c2ccc(N3CCOCC3)o2)cc1OC,13,0
CCN(CC)S(=O)(=O)c1cc(NC(=O)COC(=O)c2c(C)noc2C)ccc1C,-24,6
CCOc1ccc(S(=O)(=O)NCCC(=O)N2CCN(c3ccccc3O)CC2)cc1,-1,-6

Rewritten with each value named: four of the compounds above
> O=C(NCCCN1CCOCC1)c1cc(S(=O)(=O)N2CCN(c3ccccc3)CC2)ccc1Cl
  H9c2 TAG inh: -6; H9c2 TAG inh DAPI viability: -5

> COc1ccc(C(C)=O)cc1CN(C)C
  H9c2 TAG inh: -12; H9c2 TAG inh DAPI viability: 21

> COP(=O)(OC)c1nc(-c2cccc3ccccc23)oc1N1CCCCC1
  H9c2 TAG inh: 3; H9c2 TAG inh DAPI viability: i

> COc1cc(/C=N/NC(=O)NC2CCCCC2)ccc1O
  H9c2 TAG inh: -3; H9c2 TAG inh DAPI viability: 9

Going on with the list:
structure,H9c2 TAG inh,H9c2 TAG inh DAPI viability
CCOCCc1nnc(NC(=O)c2cccs2)s1,3,2
Cc1c(Cl)cccc1NC(=O)NC1CCCCC1,5,-5
C=CCCC(=O)NC1CC(C)(C)Cc2c1cnn2-c1cccc(F)c1 (stereo not given),0,5
CC1CCCCN1Cc1nc2c(c(=O)n(C)c(=O)n2C)n1CCc1ccccc1 (stereo not given),5,-3
Cc1nc(Nc2nc3c(c(=O)[nH]2)CCC3)nc2ccccc12,100,-50
CC(=O)Nc1ccc(OCC(O)CN2CCN(c3ccc(Cl)cc3)CC2)cc1 (stereo not given),-21,16
CCN(CC(=O)N(CC(C)C)c1c(N)n(CC(C)C)c(=O)[nH]c1=O)Cc1nc2ccccc2c(=O)[nH]1,4,-8
O=S(=O)(NCc1ccncc1)c1ccc(Br)s1,-40,1
O=C(O)c1ccc2c(=O)n(-c3ccccc3F)c(=S)[nH]c2c1,4,-9
Cc1ccc(Nc2nc(N)nc(CSc3nnc(C)s3)n2)cc1,5,8
CCOC(=O)C1(CCOc2ccccc2)CCN(Cc2cnc(SC)nc2)CC1,-14,9
CCN(CC)S(=O)(=O)c1ccc(C)c(NC(=O)COC(=O)[C@@H]2CCCN2C(=O)c2cccs2)c1,-15,7
